Bioassay records (PubChem)
mouse EphA4 binding – EphA4 ligand-binding antagonists – biochemical, colorimetric, mouse EphA4, primary screen (AID 689); EphA4-AP binding to KYL peptide, pNPP A405; higher % means a stronger effect; inhibition, % at 10 µM, or IC50 in µM where a hit was titrated; 62,000 compounds, 0.1% hits; in the data active = a potency from the dose series; inactive = the rest, 99 in 100 with inhibition below about 22%
Numbers without * were called inactive; & = joins results of further samples.

#	smiles	mouse EphA4 binding
1	COc1ccccc1N(CN1CCCC1=O)C(=O)c1c(F)cccc1F	-12.4%
2	COc1ccc(C(=O)c2c[nH]c(C(=O)NCC3CCCO3)c2)cc1 (centres undefined)	9.1%
3	CC1CC(Nc2ccccc2)c2ccccc2N1C(=O)Nc1cccc(Cl)c1 (centres undefined)	-2.8%
4	CCOC(=O)c1cc(-c2ccc(/C=C3/C(=O)NC(=O)C(C#N)=C3C)o2)ccc1Cl	2.53µM*
5	CSCCC1C(C#N)=C(N)Oc2n[nH]c(-c3cccs3)c21 (centres undefined)	0.0%
6	CC(=O)C(C(C)=O)C(NC(=O)c1cccnc1)(C(F)(F)F)C(F)(F)F	-29.1%
7	O=c1cc(C(F)(F)C(F)F)oc2ccccc12	-10.4%
8	O=C(Cc1ccccc1)Nc1ccc(NC(=O)C2CC2)nc1	-13.7%
9	Cc1cc(C)c(NC(=O)c2ccccc2[N+](=O)[O-])c(C)c1	6.6%
10	CC(C)CCN=Cc1c(O)n(-c2ccccc2)c(=O)c2ccccc12	-5.5%
11	CC(C)(C)c1cc(C(F)(F)F)c2c(=O)n(-c3ccccc3)[nH]c2n1	-1.5%
12	COc1nc(OC)nc(N2CCC(C(=O)NCc3ccc(F)cc3)CC2)n1	-11.1%
13	CCn1c(SCC(=O)NCc2ccco2)nnc1-c1ccc(N)cc1	0.4%
14	CCc1ccc(NC(=O)CSc2nc3cc(C(=O)OC)ccc3c(=O)n2Cc2ccco2)cc1	-8.0%
15	O=C(/C=C/c1ccccc1Cl)Nc1ccc(F)c(F)c1	-7.6%

Random excerpt: 2 entries already listed, in no set order.
#	smiles	mouse EphA4 binding
7	O=c1cc(C(F)(F)C(F)F)oc2ccccc12	-10.4%
1	COc1ccccc1N(CN1CCCC1=O)C(=O)c1c(F)cccc1F	-12.4%

Further structures follow:
#	smiles	mouse EphA4 binding
16	O=C(CSCc1cnn(-c2ccccc2)c1-n1cccc1)NCC1CCCO1 (centres undefined)	-6.5%
17	C=CCN1C(=O)/C(=C2/C(=O)N(CC(=O)O)c3ccccc32)S/C1=N/c1nccs1	48.1%
18	COc1ccccc1N1CCN(Cc2cc(Br)c(O)c3ncccc23)CC1	3.2%
19	COC(=O)Cn1cc(C(=O)OC)cc(Br)c1=O	5.5%
20	c1ccc(-c2nc(NCc3cccnc3)c3ccccc3n2)cc1	5.4%
21	COc1ccc(CC(=O)N2CC(=O)N(CCc3ccccc3)C(=O)C2)cc1	10.7%
22	CCOC(=O)C1=C(O)/C(=C\c2ccc(CNC(=O)C(=O)Nc3ccc(C)c(C)c3)o2)N=C1C	-4.3%
23	CC1=C(C(=O)OC(C)C)C(c2cccnc2)C2=C(CCCC2=O)N1 (centres undefined)	13.4%
24	Cc1oc2c(c1C(=O)c1ccccc1)C(=O)C(=O)c1ccccc1-2	8.6%
25	O=S(=O)(NCCC1=CCCCC1)c1cccc(S(=O)(=O)N2CCOCC2)c1	10.8%
26	N#CN=C1CCCCCN1CC(N)=O	12.8%
27	CCOC(=O)C1=C(C)Nc2ccc(C)cc2S1	-3.8%
28	O=C(COc1ccc2ccccc2c1)N1CCN(C(=O)c2cccnc2)CC1	-14.6%
29	CC(C)CNC(=O)c1cc(-c2ccco2)on1	-29.9%
30	ON1C(c2ccccc2)CC2(O)c3nonc3CCC12 (centres undefined)	-11.2%
31	Cn1c(/C(C#N)=C(\O)CN2CCN(Cc3ccccc3)CC2)nc2ccccc21	-13.8%
32	CC(=O)C1=C(O)C(=O)N(CCNCCO)C1c1ccccc1 (centres undefined)	-13.0%
33	COc1ccc(CNC(=O)CN(CC2CCCO2)C(=O)CNS(=O)(=O)c2ccc(F)cc2)cc1 (centres undefined)	-1.3%
34	CCN(CC)c1ccc(NC(=O)c2ccc(C)c([N+](=O)[O-])c2)cc1	-8.0%
35	O=C(/C=N\O)NCCCNCc1ccccc1	-0.3%&0.1%
36	Cc1ccc2nc(SCC(=O)N3CCCC3)[nH]c2c1	-3.8%
37	Cc1cc(=O)[nH]c(SCc2cc(=O)n3nc(C)sc3n2)n1	4.0%
38	COc1ccccc1N1C(N)=NC(N)=NC1(C)C	-2.1%
39	Cn1c2ccccc2c2cc(C(=O)N3CCOCC3)sc21	-13.0%
40	CC(=O)Nc1nonc1-c1nc2ccccc2n1Cc1ccc([N+](=O)[O-])cc1	-8.8%
41	COc1ccccc1/C=N/NC(=O)CC(=O)Nc1ccc(Cl)c(Cl)c1	-0.5%
42	COc1cc(/C=N/O)ccc1Oc1ccc([N+](=O)[O-])cn1	-5.7%
43	Cc1nn(-c2ccc(F)cc2F)c2c1-c1nc(N3CCCC3)ncc1CC2	-7.3%
44	O=C1c2ccccc2C(=O)N1CCSc1ccccc1	-1.6%
45	Cc1cc(OC(=O)c2ccc(Cl)cc2)cc(=O)n1C	-11.1%
46	COc1ccc(C2C(C#N)=C3NC(=O)c4c(sc5c4CCCCC5)N3C3=C2C(=O)CC(C)(C)C3)cc1 (centres undefined)	13.1%
47	COc1ccccc1NC(=O)N1CCc2[nH]c3ccc(F)cc3c2C1	-3.5%
48	OCCNc1nc(-c2ccccc2)c2ccccc2n1	-11.2%
49	CCn1c(C)nc2cc(C(=O)OCCC(F)(F)F)ccc21	-7.9%
50	Cc1ccc(NC(=O)CSc2nc3ccccc3c(=O)n2CCCC(=O)N2CCCC2)cc1	-4.7%
51	CCN(CC)c1ccc(-c2nnc(SCC(=O)Nc3ccccc3C#N)n2-c2ccccc2)cc1	-12.9%
52	Cc1cc(NC(=O)NC(=O)c2ccc(F)cc2F)n[nH]1	-7.0%
53	CC(Cc1cccs1)NC(=O)Nc1ccc(Cl)c(Cl)c1 (centres undefined)	-11.7%
54	O=C(Nc1nc2cc3c(cc2s1)OCCO3)c1cccc(S(=O)(=O)N2CCOCC2)c1	-24.3%
55	CN(C)c1ccnc(Oc2ccc(Cl)cc2)c1C#N	5.6%
56	CCc1ccc(-c2cc(C(F)(F)F)n3nc(C(=O)Nc4cnn(Cc5ccc(C)cc5)c4)cc3n2)s1	1.0%
57	CCOC(=O)N1CCN(C(=O)CCn2nc(-c3ccc(Cl)cc3)ccc2=O)CC1	-3.4%
58	COc1ccccc1N1CCN(/N=C/c2cccc(C)c2)CC1	-9.5%
59	Cn1c2ccccc2c2cc(C(=O)OCC(=O)N3CC(=O)Nc4ccccc43)sc21	4.7%
60	CCN(CC)S(=O)(=O)c1cc([N+](=O)[O-])ccc1NNC(=O)Nc1ccccc1OC	-11.3%

Reformatted: entries from further up.
(48) OCCNc1nc(-c2ccccc2)c2ccccc2n1
- mouse EphA4 binding: -11.2%
(49) CCn1c(C)nc2cc(C(=O)OCCC(F)(F)F)ccc21
- mouse EphA4 binding: -7.9%

Other entries.
#	smiles	mouse EphA4 binding
61	Cc1cccc2cc(/C=C3\N=C(c4ccccc4)OC3=O)c(N3CCOCC3)nc12	1.35µM*
62	O=C1CSC(=Nc2ccccc2Cl)N1	3.1%
63	Nc1c(-c2cccs2)cnn1-c1nc(-c2ccc(F)cc2)cs1	8.3%
64	COc1ccc(Cl)cc1NC(=O)c1cccnc1	-0.5%
65	Cc1ccc(-n2c(SCC(=O)OC(C)C)nnc2-c2cnccn2)cc1	2.3%
66	C=CCn1c(C)cc(C(=O)CN2C(=O)c3ccccc3C2=O)c1C	-5.9%
67	CCCNC(=O)NC(C)C12CC3CC(CC(C3)C1)C2 (centres undefined)	-2.3%
68	CC(C)(C)c1ccc(OCC(=O)Nc2ccccc2[N+](=O)[O-])cc1	8.1%
69	CC(=O)N(c1ccccc1)C1SC(=O)N(c2ccccc2)C1=O (centres undefined)	4.2%
70	C=C(C)C(=O)Nc1cccc(C(C)=O)c1	1.0%
71	O=C(NC1CCCC1)C(c1c[nH]c2ccccc12)N(C(=O)Cn1nnc(-c2ccc(Cl)cc2)n1)c1ccccc1 (centres undefined)	-4.4%
72	COc1cccc(/C(O)=C2\C(=O)C(=O)N(c3ccccn3)C2c2ccccc2OC)c1 (centres undefined)	-6.0%
73	c1ccc(CSc2nnc(Cc3ccccn3)o2)cc1	-20.0%
74	NC(=O)c1c(N)sc2c1CCCCC2	-2.9%
75	CCN(CC)S(=O)(=O)c1cccc(C(=O)NCC(=O)OCC(=O)NCc2ccccc2)c1	0.3%
76	CCOC1(OCC)N=C(N)C2(C#N)C(c3cccc(OC)c3OC)C12C#N (centres undefined)	-14.2%
77	COCCn1c(SCC(=O)NCCc2ccccc2)nnc1-c1ccco1	-3.3%
78	O=C(CN1CCOCC1)NC1C2CC3CC(C2)CC1C3 (centres undefined)	2.9%
79	Cc1ccc(NC(=O)c2ccc(CSc3ncnc4nc[nH]c34)cc2)c(C)c1	-23.8%
80	Nc1nnc(CC(=O)NCc2ccccc2)s1	-3.4%&28.2%
81	CCOc1ccc(N2C(=O)C3C4C=CC(CC4)C3C2=O)c([N+](=O)[O-])c1 (centres undefined)	-13.9%
82	CCN1CCCC1CN(Cc1cc2ccc(C)c(C)c2[nH]c1=O)C(=O)Nc1ccccc1OC (centres undefined)	10.2%
83	CCOc1ccccc1NC(=O)C1CCN(c2ccc(S(=O)(=O)N3CCCC3)cc2)CC1	-0.5%
84	COc1ccc(CCCC(=O)NC2CCCCC2)cc1	2.0%
85	FC(F)(F)c1cccc(Oc2cc(C(F)(F)F)nc(-c3ccccn3)n2)c1	-9.1%
86	CC(C)(C)NC(=O)c1ccc2c(c1)N(CC(=O)N1CCN(c3ccc(F)cc3)CC1)C(=O)C(C)(C)O2	0.2%
87	CC1CN(C(=S)NC(=O)c2cccc([N+](=O)[O-])c2)CC(C)O1 (centres undefined)	0.8%
88	CCCCNC(=O)c1onc(CSc2ccc(F)c(F)c2)c1C(=O)O	-3.8%
89	Cc1ccc2nc(NC(=O)c3cccs3)sc2c1	-2.9%
90	CC1(C)CCCC2=C1CC1C(=O)N(c3ccccc3)C(=O)C1C2 (centres undefined)	-10.0%
91	O=C(CNC(=O)c1ccco1)OCc1c(F)cccc1Cl	-0.3%
92	CC1(C(=O)NC2CCCCCCC2)CCC(=O)N1Cc1cccs1 (centres undefined)	-5.8%
93	CC(C)c1nnc(NC(=O)CN(C)S(=O)(=O)c2ccc3c(c2)OCCO3)s1	-10.8%
94	Cc1ccc(NC(=O)COc2ccc(Cl)c(C)c2)c([N+](=O)[O-])c1	4.4%
95	CC(=O)c1cccc(NC(=O)N2CCCC2C(=O)Nc2cccc(C)c2)c1 (centres undefined)	-12.0%
96	S=C(Nc1ccc(Cl)cc1Cl)Nc1ccccc1Oc1ccccc1	-20.0%
97	Cc1nc(-c2ccccn2)sc1C(=O)Nc1ccc(Cl)c(Cl)c1	-15.7%
98	COC(=O)c1ccc(Oc2coc3cc(OCc4cnn(-c5ccccc5)c4)ccc3c2=O)cc1	-12.9%
99	COc1ccc2[nH]c(=O)c(CN(CCc3ccccc3)C(C)=O)cc2c1	-14.2%
100	CN(C)c1ccc(/C=C2\C(=O)c3cccc([N+](=O)[O-])c3C2=O)cc1	5.3%
101	CCCn1c2c(c(O)c(C(=O)Nc3ncccc3O)c1=O)CCCC2	-7.3%
102	Cc1ccc2cc(CN(Cc3nnnn3C3CCCCC3)CC3CCCO3)c(=O)[nH]c2c1 (centres undefined)	9.6%
103	CN(Cc1ccccc1)Cc1nc2c(c(=O)n(C)c(=O)n2C)n1Cc1ccccc1Cl	-13.4%
104	CCN1C(=O)N(c2ccc(Cl)cc2)C(C)=CC1(C)C	1.9%
105	CCOc1ccc(N2C(=O)CS/C2=N/NC(=O)COc2ccc3ccccc3c2)cc1	33.1%
106	CCCCN1C(=O)c2ccc(C(=O)Nc3cccc(C)c3C)cc2C1=O	0.1%
107	Cc1ccc2nc(NC(=O)C3CCCN(S(=O)(=O)c4cccc5nsnc45)C3)sc2c1 (centres undefined)	-6.2%
108	O=C(CN1C(=O)CSC1=O)Nc1ccccc1N1CCOCC1	-6.8%
109	COc1cc(OC)c(C2C(C#N)=C(N)Oc3cc(C)n(CCCN4CCOCC4)c(=O)c32)cc1OC (centres undefined)	3.9%
110	CCOC(=O)Nc1ccc(S(=O)(=O)NCc2ccccc2)cc1	-25.1%
111	CN1C(=O)/C(=C/c2c(Cl)cccc2Cl)SC1=S	3.1%
112	CCOc1ccc(C2C(C(=O)Nc3ccc(F)cc3)=C(C)Nc3nc(CCCO)nn32)cc1 (centres undefined)	-7.7%
113	Cc1csc(NC(=O)CSc2nnc3c4ccccc4nc(C(C)(C)C)n23)n1	-9.7%
114	CCc1nc(N[C@@H](CC(C)C)C(=O)O)c2oc3ccccc3c2n1	-6.4%
115	CC(=O)c1cccc(NC(=O)c2ccc(C(=O)Nc3cccc(C(C)=O)c3)cc2)c1	3.0%
116	CNC(=O)Nc1cc(C(C)(C)C)no1	0.4%
117	CC(C)OC(=O)Cn1nnc(-c2ccccc2)n1	-7.6%
118	c1csc(-c2csc(-c3cccs3)n2)c1	-13.4%
119	CCC(C)NC(=O)Cn1cnc2sc(C)cc2c1=O (centres undefined)	-20.7%
120	CC(C)CC(=O)N1CCC(O)(CS(=O)(=O)Cc2ccc(Cl)cc2)CC1	-2.9%

The listing continues.
#	smiles	mouse EphA4 binding
121	Cc1ccc(C)c(N2CC(C(=O)Nc3ccc([N+](=O)[O-])cc3)CC2=O)c1 (centres undefined)	12.9%
122	S=C(Nc1ccccc1)Nc1ccc(Br)cn1	-6.7%
123	CCOC(=O)c1c(NC(=O)CCN2C(=O)c3ccccc3C2=O)sc(C(=O)OC(C)C)c1C	-1.9%
124	CC1Cc2ccccc2N1Cc1nc2cc(Cl)ccc2c(=O)[nH]1 (centres undefined)	-3.6%
125	CC1CC(C)CN(CCCn2c(=S)[nH]c3ccccc3c2=O)C1 (centres undefined)	-5.0%
126	COc1ccc(Sc2nc3ccccc3n3c(C(F)(F)F)nnc23)cc1	-2.4%
127	COc1cc(C(=S)N2CCCC2)cc(OC)c1O	3.3%
128	O=C(Nc1nc(-c2ccncc2)cs1)c1ccc(S(=O)(=O)N2CCOCC2)cc1	-0.5%

Look-ups from the entries so far.
mouse EphA4 binding result of cpd 121 is entered as 12.9%
mouse EphA4 binding result of cpd 122 is entered as -6.7%
mouse EphA4 binding result of cpd 126 is entered as -2.4%
mouse EphA4 binding result of cpd 127 is entered as 3.3%
mouse EphA4 binding result of cpd 124 is entered as -3.6%

Some of the compounds tested; the hit share may differ from the screen's.
